From PubChem BioAssay
OXTR agonist – agonists of human oxytocin receptor | P30559 | CHO-OTR cells, Fluo-8 calcium fluorescence; normalized: DMSO 0%, oxytocin 100% | activation, % at 3 µM | 320,000 tested, 0.32% active | AID 2435;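 active = activation above the mean of all tested compounds plus 3 SD, cutoff set per screening run, cut at about 20% in these data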;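 note: peak over basal fluorescence ratio from a 100 s FLIPR kinetic read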
Target sequence (P30559 whole entry, looked up): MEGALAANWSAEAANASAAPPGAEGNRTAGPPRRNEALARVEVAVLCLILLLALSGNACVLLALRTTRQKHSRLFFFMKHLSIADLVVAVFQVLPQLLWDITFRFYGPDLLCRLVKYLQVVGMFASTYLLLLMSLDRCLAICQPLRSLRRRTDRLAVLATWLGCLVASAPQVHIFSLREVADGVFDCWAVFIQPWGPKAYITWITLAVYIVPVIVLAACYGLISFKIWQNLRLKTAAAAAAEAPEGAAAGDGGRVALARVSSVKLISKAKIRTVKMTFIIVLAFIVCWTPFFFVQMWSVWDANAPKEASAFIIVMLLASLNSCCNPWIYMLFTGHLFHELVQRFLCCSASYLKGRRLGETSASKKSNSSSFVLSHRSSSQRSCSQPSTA
OXTR potentiate – potentiators of human oxytocin receptor; activation, % at 3 µM; 320,000 tested, 0.061% active; AID 2445; CHO-OTR cells, Fluo-8 calcium fluorescence, potentiator mode; 0% = oxytocin EC15, 100% = EC100;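 active = activation above that plate's cutoff, the mean activation of tested compounds plus 3 SD, cut at about 6.6% in these data, passing the limit was not always enough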;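 note: 100% uses oxytocin at 75 nM as the full agonist control; some results filed as inactive read as strong as hits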
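Replication – single well per compound, singlicate · Assay system – CHO cell line stably expressing human OTR · Timing – 6 min pre-incubation, 100 s read · Measure – normalized max/min fluorescence ratio, % activation · Doses – 3.0 µM, one dose · Detection – Fluo-8 calcium dye fluorescence · Probe or stimulus – oxytocin near EC15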
M1 PAM – potentiates human M1 receptor response to acetylcholine. P11229. 360,000 tested, 0.088% active. CHO-K1 hM1, Fluo-8 calcium fluorescence, ACh EC20; 0% = ACh EC20, 100% = maximal ACh. activation, % at 3 µM; in the data active = activation above about 19%, passing the limit was not always enough
M1 ag – human M1 muscarinic receptor agonism; activation, % at 3 µM; P11229; CHO-K1 hM1, Fluo-8 calcium fluorescence, agonist mode; 0% DMSO, 100% acetylcholine EC100; AID 588814; 360,000 tested, 0.33% active;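 active = activation above the run's mean compound activation plus 3 SD, cut at about 16% in these data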;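 note: peak over basal fluorescence ratio within a 140 s kinetic read after compound addition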
TAAR1 agonist – human TAAR1 agonism. Q96RJ0. CHO RD-HGA16 TAAR1, Fluo-8 calcium fluorescence; vehicle wells 0%, saturating PEA agonist 100%. activation, % at 3 µM. 360,000 tested, 0.99% active. AID 624467;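 active = activation above the mean activation of all test compounds in the run plus 3 SD, cut at about 38% in these data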
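test system = CHO RD-HGA16 cells carrying human TAAR1 plus Gα16 | schedule = 17-24 h seeding, 75 min 37 °C dye, 30 min RT | compound dosing = 3 µM single concentration | control set = DMSO and PEA EC100 | replicates = n 1 | signal = Fluo-8 fluorescence, 5 s baseline then 140 s kinetic read | measure = percent activation vs PEA EC100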
CHO parental Ca – signal in parental CHO cells, OX1R antagonist counter-screen. parental CHO-K1, ATP-induced calcium, Fluo-8 fluorescence. inhibition, % at 5.6 µM. 330,000 tested, 0.63% active. AID 463079;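 active = inhibition above that plate's mean sample inhibition plus 3 SD, cut at about 26% in these data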;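 note: 0% = ATP-challenged DMSO wells and 100% = DMSO wells without ATP; some compounds past the cut are filed as inactive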
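Material: Parental CHO cells | Reagent: ATP | Compound dosing: Single nominal dose of 5.6 µM per compound | Detection: Intracellular calcium via Fluo-8 no-wash fluorescent dye | Read-out: % inhibition of ATP-induced calcium mobilization | Benchmarks: Low control ATP plus DMSO, high control DMSO only | Replicates: Singlicate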
M1 antag – antagonists of human M1 muscarinic receptor. P11229. 360,000 tested, 1.3% active. inhibition, % at 3 µM. CHO-K1 hM1, Fluo-8 calcium fluorescence, ACh EC80 antagonist;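 active = percent inhibition above its own plate's cutoff, namely the mean of that plate's compound wells plus 3 SD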;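 note: peak over basal fluorescence ratio during 140 s after agonist addition; 0% = ACh EC80 plus DMSO and 100% = DMSO alone without agonist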
TAAR1 antagonist – human TAAR1 antagonism | CHO RD-HGA16 TAAR1, Fluo-8 calcium fluorescence, antagonist | Q96RJ0 | inhibition, % at 3 µM | 360,000 tested, 1.5% active;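 active = inhibition above a per-plate cutoff, the mean inhibition of test compounds on that plate plus 3 SD, cut at about 49% in these data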;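 note: 0% = DMSO plus EC80 beta-PEA response and 100% = DMSO alone without agonist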
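Assay system: RD-HGA16 CHO cells with stable hTAAR1 and Gα16 / Reagent: EC80 β-phenethylamine stimulus / Doses: 3 µM, single point / Timing: dye loading 75 min at 37 °C, then 30 min room temperature / Measured by: Fluo-8 intracellular calcium dye fluorescence, real-time kinetic reads / Controls: vehicle wells and EC80 agonist wells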
V1R ag counter – V1a receptor agonism, counter-screen for OXTR agonists. P37288. CHO-V1R cells, Fluo-8 calcium fluorescence, agonist mode; 0% DMSO, 100% 3 nM vasopressin. activation, % at 3 µM. 320,000 tested, 0.25% active. AID 2797;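 active = activation above the mean activation of all tested compounds plus 3 SD, per screening run, cut at about 20% in these data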;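 note: signal is peak over basal fluorescence ratio across a 100 second FLIPR read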
Target sequence (P37288 whole entry, looked up): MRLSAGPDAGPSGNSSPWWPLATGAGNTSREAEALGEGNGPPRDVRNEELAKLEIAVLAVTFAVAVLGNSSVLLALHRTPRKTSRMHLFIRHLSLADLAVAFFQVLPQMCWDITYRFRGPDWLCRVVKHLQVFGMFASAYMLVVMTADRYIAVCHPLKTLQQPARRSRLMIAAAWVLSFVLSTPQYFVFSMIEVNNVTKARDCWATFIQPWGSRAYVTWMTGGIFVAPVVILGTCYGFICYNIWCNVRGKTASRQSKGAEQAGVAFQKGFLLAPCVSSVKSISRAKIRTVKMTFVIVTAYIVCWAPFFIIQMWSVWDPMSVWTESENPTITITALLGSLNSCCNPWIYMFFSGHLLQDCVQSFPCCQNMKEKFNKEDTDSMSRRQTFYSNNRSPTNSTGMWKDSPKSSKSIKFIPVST
* = called active by the depositor; . = not tested or not shown.

Molecule	OXTR agonist	OXTR potentiate	M1 PAM	M1 ag	TAAR1 agonist	CHO parental Ca	M1 antag	TAAR1 antagonist	V1R ag counter
CCC(CCC(=O)Nc1cccc(C(=O)O)c1)C(=O)O (configuration not stated)	0.3	-8	8	-1	-4	-9	-14	-5	-0.6
COc1ccc(NC(=O)c2nc3nccc(C)n3n2)cn1	1.2	1	8	-2	9	-7	-6	-13	0.7
O=C1Nc2cccnc2N(C(=O)CCl)c2ccccc21	0.4	-7	4	-3	2	14	-6	4	0.4
CCn1c(-c2ccc(C)cc2)nn(CC(=O)NCCc2ccccc2)c1=S	-1.7	-4	6	-10	3	-15	-9	0	-0.1
CC(C)N(CCNC(=O)c1cn(C)c2ccc(S(=O)(=O)N(C)C)cc2c1=O)Cc1ccccc1	1.3	2	2	-14	7	4	-3	-24	0.8
Cc1ccc(NC(=O)Nc2cnccn2)cc1C	-0.2	7	3	-1	3	-3	-4	-8	-0.8
O=C(NCCCCc1ccccc1)c1ccc(Br)cc1	-0.5	-10	2	-5	1	-1	-3	22	8.9
Cc1noc(-c2ccccc2)c1NC(=O)Nc1ccc2nc([C@H]3C[C@H](O)[C@@H](CO)O3)[nH]c2c1	.	.	8	-2	1	.	-11	-25	.
COCC(=O)N(Cc1cc2ccc(C)c(C)c2n2nnnc12)C1CCCC1	-0.2	0	11	-2	6	-12	-5	-2	0.5
N#CC1=C(N)Oc2n[nH]c(CSc3ccccc3)c2C12C(=O)Nc1ccccc12 (configuration not stated)	-0.7	-9	11	-8	9	0	-2	10	-0.5
COc1ccc(C(C)=O)cc1CSc1nc(C)cc(C)n1	-1.1	0	8	-11	1	-2	-3	-24	-0.3
CC(=O)/C(N=Nc1ccc(OC(F)(F)F)cc1)=C(\C)O	-0.5	2	9	-3	-1	-3	-18	-9	0.2
COc1ccc(-c2nc(CS(=O)(=O)CC(=O)NCc3cccc(OC)c3OC)c(C)o2)cc1	0.0	-5	-5	0	1	-31	5	1	1.5
O=C(Nc1ccc(F)cc1)C1=CC(=O)N2CCN=C2S1	0.5	-6	.	.	.	2	.	.	0.7
CN(C)c1ccc(/C(=N\O)C(F)(F)F)cc1	0.0	-8	1	-4	4	-8	5	18	1.7
CCNS(=O)(=O)c1ccc2c(c1)NCC2	0.7	-7	2	-5	3	-6	-4	-8	-0.2
COc1cc(OC)nc(Nc2nc(C(C)N)cs2)n1 (configuration not stated)	.	.	4	-6	7	.	-13	-22	.
CC1(c2ccccc2)C(C#N)C(=O)NC(=O)C1C#N (configuration not stated)	.	.	-2	-3	1	.	2	3	.
NC(=O)C1CCN(C(=O)C2CC(=O)N(c3ccc(F)cc3)C2)CC1 (configuration not stated)	0.8	-3	19	3	2	-15	-11	-10	0.3
Cc1cc(C)nc(NS(=O)(=O)c2ccc(NC(=O)C(C)C)cc2)n1	-0.2	-6	9	0	5	-18	-5	-11	1.7
COC(=O)c1cccc(NC(=O)CCSc2ccc(Cl)cc2)c1C	-1.1	-9	1	-2	77*	28	3	91*	0.7
O=C(NCC(c1ccc(F)cc1)N1CCOCC1)c1cccnc1Sc1ccccc1 (configuration not stated)	-0.8	-1	3	-4	0	0	-3	-2	-0.4
CCCCNC1=CC(=O)C(NCCCC)=CC1=O	.	.	5	-2	13	.	-11	-15	.
O=[N+]([O-])c1ccc(CN2CCC(Cc3ccccc3)CC2)cc1	.	.	-26	-10	-2	.	39*	0	.
Cc1cccc(NC(=O)c2ccc(OCC3CCCO3)cc2)c1C (configuration not stated)	0.3	0	-19	-11	0	-22	-11	-5	0.2

(listing goes on)
Molecule	OXTR agonist	OXTR potentiate	M1 PAM	M1 ag	TAAR1 agonist	CHO parental Ca	M1 antag	TAAR1 antagonist	V1R ag counter
CCOc1ccc(C(=O)NNC(=O)C2CC(=O)N(c3ccc(C)cc3)C2)cc1 (configuration not stated)	-1.9	-4	16	-4	-1	-15	-17	-5	-0.8
Cc1ccc(C(=O)Nc2cccnc2)cc1S(=O)(=O)N1CCCCCC1	2.2	-7	11	-1	4	-19	-19	5	4.0
CCCn1cnc2c(SCc3ccccc3Cl)nc(N)nc21	.	.	-2	1	14	.	19	-25	.
C/C(=C/c1ccccc1)C(=O)N1CCN(c2ccccc2)CC1	-0.9	0	1	-1	-1	-8	-5	1	1.3
Cc1ccc(-n2cc(C(=O)c3ccc4ccccc4c3O)cn2)cc1	0.9	-7	11	-2	3	3	-7	-12	-0.5
Cc1cccc(-n2ncc3c(NCc4cccs4)ncnc32)c1	-1.5	-2	-7	-3	3	-17	9	-12	-0.8
O=c1c(Cl)c(N2CCCCC2)cnn1-c1nc2ccccc2[nH]1	-0.8	-12	5	-4	10	-22	-2	6	0.1
O=C(NC1CCCCC1)[C@@H]1CC=C[C@@H]2CCN(C3CCCCC3)C(=O)[C@@H]21	-1.7	0	2	-8	4	-9	-3	8	-1.4
O=C(c1cc([N+](=O)[O-])ccc1Cl)N1CCN(c2ccccn2)CC1	-0.2	-12	8	-4	4	-5	-7	0	-0.3
Cc1cccc(C)c1OCc1nc2ccccc2c(=O)n1/N=C/c1ccc(OCC(=O)O)cc1	-2.5	-1	-2	-7	0	-19	-6	-25	0.8
Cc1cc(C(=O)N(C)C2CCCCC2)no1	0.3	6	14	0	0	2	-14	1	3.0
COc1ccc(S(=O)(=O)Nc2cccc(C)c2C)c2cccnc12	2.7	-2	8	6	9	-5	-10	0	4.3
O=C(CN1C(=O)C2C3C=CC(C3)C2C1=O)Nc1cccc2c1CCCC2 (configuration not stated)	-0.9	-13	-3	2	10	-15	6	-14	0.3
CCOC(=O)COc1c(OC)cc(Cl)cc1C1Nc2ccccc2C(=O)N1c1cccc(C)c1 (configuration not stated)	-1.1	-1	-5	-5	-1	1	-7	-4	-0.3
O=C(Nc1cccc2ccccc12)N(c1ccccc1)c1ccccc1	.	.	4	-3	0	.	-13	-24	.
COc1ccc(OC)c(CN2CCN(Cc3cc(=O)oc4cc(O)ccc34)CC2)c1	3.8	-10	-5	-10	0	-7	3	-23	1.7
COc1cccc(CN(C)C(=O)C2CCN(S(=O)(=O)c3ccc(C)cc3)CC2)c1OC	3.0	-10	12	2	4	-9	-10	-1	3.6
COc1ccc(N(CC(=O)N/N=C/c2ccc(OC3CSC3)cc2)S(=O)(=O)c2ccccc2)cc1	-1.0	-2	1	-7	-1	-8	-9	11	2.3
CCc1ccc(-c2cc3c(=O)n(CC(=O)NCCN4CCCCC4C)nc(C)n3n2)cc1 (configuration not stated)	3.3	-9	-11	-1	1	-14	15	-22	4.8
Cc1oc(-c2ccoc2)nc1CN(Cc1ccccc1)CC1CC1	-1.7	-14	16	-13	3	-25	-5	-17	-0.9
CCOC(=O)/C(C)=C1\NC(C)(C)Cc2ccccc21	.	.	12	-7	1	.	-11	5	.
Cc1sc2ncnc(SCC(=O)N3c4ccccc4Sc4ccc(Cl)cc43)c2c1C	1.1	4	-2	-4	1	-14	1	-19	1.5
COc1ccc(OC)c(CC(=O)Nc2ccc3c(c2)c(=O)n(C)n3Cc2cccc(C(F)(F)F)c2)c1	.	.	-6	-4	3	.	-12	-6	.
O=C(NCc1cccnc1)Nc1ccc(Br)cc1Cl	-1.2	-1	8	-4	1	-8	-9	-6	1.1
COc1ccccc1/C=C/C(=O)Nc1ccc(N2CCOCC2)cc1	-0.1	-7	7	-3	2	-6	-5	-7	-0.3

Other compounds follow.
Molecule	OXTR agonist	OXTR potentiate	M1 PAM	M1 ag	TAAR1 agonist	CHO parental Ca	M1 antag	TAAR1 antagonist	V1R ag counter
CCOC(=O)c1ccc2c(c1)N(Cc1ccccc1C)C(=O)c1ccccc1S2=O (configuration not stated)	-0.7	-9	-1	-6	12	-17	-11	14	-0.5
COc1ccccc1N1CCN(c2cc(=O)n(Cc3ccc(F)cc3)c(=O)[nH]2)CC1	0.1	-4	9	0	3	-6	-15	-14	0.7
COc1ccccc1C(=O)Nc1ccc(-c2nnc(SCC(=O)O)n2C)cc1	-0.1	-4	-11	-5	6	-11	14	11	-0.6
CN1CCN(C(=O)c2ccc(N3CCCC3=O)cc2)CC1	0.3	0	5	-3	10	0	-6	-11	0.0
NC1=NC(=O)C2(COC(c3ccccc3Cl)OC2)S1 (configuration not stated)	-0.9	-3	11	-2	10	2	-10	-9	2.0
CCn1c(SCC(=O)N2CCc3ccccc32)nnc1-c1ccncc1	-1.6	-12	11	-2	12	-7	-16	2	-0.4
COC(=O)c1sc(S(=O)(=O)Nc2c(C)nn(C)c2C)c(C(=O)OC)c1C	.	.	3	2	1	.	-6	-22	.
COc1ccc(N2CCN(CCNC(=O)c3c(C)cc(=O)oc3C)CC2)cc1	0.0	-8	4	-7	6	-13	-16	4	0.3
O=[N+]([O-])c1cccc(S(=O)(=O)NCC2CC3CCC2C3)c1 (configuration not stated)	-2.7	-11	-5	-4	-1	-4	3	10	0.0
Cc1ccc2cc(C(c3nnnn3CC3CCCO3)N3CCc4ccccc4C3)c(=O)[nH]c2c1 (configuration not stated)	0.8	-5	-8	-4	34	-2	2	-6	0.3
O=C(Nc1cccc(-c2csc(Nc3ccccc3)n2)c1)c1ccccc1	-1.3	-11	-7	-7	10	-12	6	65*	-1.1
COc1ccc(CNC(=O)Nc2ccc(C)cc2C)cc1	-1.0	-10	-6	-5	1	-3	-1	8	-0.1
O=C(O)c1cccc(NS(=O)(=O)c2ccc(-c3ccc(S(=O)(=O)Nc4cccc(C(=O)O)c4)cc3)cc2)c1	-0.1	-7	9	-2	-1	-1	0	29	0.0
CCC1(C)Cc2c(sc3c2c(=O)n(C)c2nnc(SCc4ccc5c(c4)OCO5)n32)CO1 (configuration not stated)	-0.7	-7	-5	-10	7	-14	9	9	0.5
NC1=NC2=C(CCCC2)C2(CCCCC2)S1	6.3	-11	3	-4	26	-8	0	-3	5.1
COCCNc1nc(NCc2cccc(OC)c2)c2sc(-c3ccccc3)cc2n1	.	.	-9	-9	-2	.	1	-1	.

Molecules shown so far containing a cyano group, in the order listed:
Molecule	OXTR agonist	OXTR potentiate	M1 PAM	M1 ag	TAAR1 agonist	CHO parental Ca	M1 antag	TAAR1 antagonist	V1R ag counter
N#CC1=C(N)Oc2n[nH]c(CSc3ccccc3)c2C12C(=O)Nc1ccccc12 (configuration not stated)	-0.7	-9	11	-8	9	0	-2	10	-0.5
CC1(c2ccccc2)C(C#N)C(=O)NC(=O)C1C#N (configuration not stated)	.	.	-2	-3	1	.	2	3	.
